Screens as filed in PubChem BioAssay.
XIAP antagonists = XIAP antagonists, biochemical, IAP family, fluorescence polarization (AID 1018) | E3 ubiquitin-protein ligase XIAP (Homo sapiens) | XIAP BIR domain, fluorescence polarization peptide displacement; higher % means a stronger effect | displacement, % at 20 µM; hits with a dose series show IC50 in µM | 200,000 compounds, 0.007% hits; in the data active means displacement above about 50%; further: a part of the inactive calls stands beside numbers as strong as those of hits
HIV fusion peptide = inhibitors of HIV fusion peptide binding, primary screen, biochemical, uHTS, fluorescence dequenching (AID 1986). cell-free peptide binding, fluorescence dequenching, 30 min; higher % means a stronger effect. 290,000 compounds, 0.3% hits. one-dose inhibition, % at 20 µM; IC50 in µM for titrated hits; in the data active means inhibition mostly above about 52%, no sharp cut-off; inactive means mostly below about 76%; further: some results filed as inactive read as strong as hits
Dengue-2 NS5 capping = Dengue-2 NS5 methyltransferase inhibitors, primary screen, biochemical, confirmation dose response (AID 588689); Genome polyprotein (Dengue virus type 2 (strain 16681-PDK53)); Dengue-2 NS5 methyltransferase capping enzyme assay, biochemical; higher % means a stronger effect; inhibition, % at 25 µM, or IC50 in µM where a hit was titrated; 340,000 compounds, 0.3% hits; in the data active means a potency from the dose series; inconclusive means inhibition above about 29% without an active follow-up result
AID2073 = inhibitors of Mint1-CaV2.2 protein interaction, biochemical, HTRF (AID 2073); Voltage-dependent N-type calcium channel subunit alpha-1B (Homo sapiens); HTRF protein-protein interaction, Mint1-CaV2.2; higher % means a stronger effect; inhibition, % at 20 µM; hits with a dose series show IC50 in µM; 290,000 compounds, 0.19% hits; in the data active means inhibition mostly above about 51%, no sharp cut-off; inconclusive means no clear call, values can overlap the other calls; inactive means mostly below about 53%; further: some results filed as inactive read as strong as hits
SIAH1 antagonists = Siah-1 peptide-binding antagonists, primary screen, biochemical, fluorescence polarization, rhodamine-plectin, uHTS (AID 1817); displacement, % at 20 µM; hits with a dose series show IC50 in µM; E3 ubiquitin-protein ligase SIAH1 (Homo sapiens); 290,000 compounds, 0.02% hits; Siah-1 / rhodamine-plectin peptide fluorescence polarization; higher % means a stronger effect;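 active means displacement of at least 50% at 20 µM, with a fluorescence ratio check between 0.3 and a set limit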;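 further: plate controls were Siah plus tracer with DMSO for no effect and tracer alone without Siah for full effect; strong numbers were not always called active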
HEK293 NOD2/NF-kB = NOD2 signaling inhibitors, cell-based, luminescence, uHTS, HEK293 (AID 1566); inhibition, % at 4 µM; hits with a dose series show EC50 in µM; 290,000 compounds, 0.63% hits; HEK293 NOD2/NF-kB luciferase reporter, luminescence; higher % means a stronger effect; further: many of its hits are not listed in these tables
Lipid droplet = inhibitors of hepatocyte lipid droplet formation, primary screen, imaging, high-throughput imaging, BODIPY stain; AML12 mouse hepatocytes, oleate lipid droplets; inhibition, % at 6.5 µM; 240,000 compounds, 0.4% hits;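 active means lipid droplet intensity inhibited by at least 50%, with more than 500 cells counted; inconclusive means wells with under 300 cells, treated as cytotoxic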
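Assay system: AML12 hepatocytes (mouse); Probe or stimulus: oleic acid at 100 µM to induce lipid droplet formation; Dosing: compound at 6.5 µM only; Schedule: compound with oleate, overnight; Detection: fluorescence imaging, 20x objective, two fields per well; Measure: % inhibition of lipid droplet signal.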
Myeloid diff MLP = induction of myeloid progenitor differentiation, primary screen, cell-based, flow cytometry, MLPCN library; ER-HoxA9 myeloid progenitors, lysozyme-GFP differentiation; calls only at 10 µM; 360,000 compounds, 1% hits;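 active means normalized GFP-positive differentiation at or above the plate's own cutoff, the solvent-only control mean plus 3 SD; inconclusive means no clear call, values can overlap the other calls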;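 further: cells exposed to compound for four days before flow analysis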
LYP phosphatase = inhibitors of LYP phosphatase, biochemical, fluorescence intensity, uHTS (AID 1779). Tyrosine-protein phosphatase non-receptor type 22 (Homo sapiens). recombinant LYP phosphatase, fluorescence intensity; higher % means a stronger effect. inhibition, % at 11.5 µM; hits with a dose series show IC50 in µM. 290,000 compounds, 0.054% hits;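 further: plate controls were vehicle with enzyme for no effect and no enzyme for full effect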
Lipid droplet cells 6.5 µM = second read-out of Lipid droplet, no call of its own (marks repeat the call); cell count; measured here: cell count, cytotoxicity flag;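 cells counted across two imaged fields per well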
Dengue-2 NS5 capping pilot replicate = second read-out of Dengue-2 NS5 capping, no call of its own (marks repeat the call); inhibition, %; measured here: pilot screen replicate inhibition
Myeloid diff MLP GFP+ MAC1+ % = second read-out of Myeloid diff MLP, no call of its own (marks repeat the call); GFP+ MAC1+ double positive, %; measured here: differentiation confirmed by MAC1 staining
An asterisk follows results filed as active; i = inactive; ? = inconclusive; . = not tested or not shown; + = active, no number. Unless noted, no stated cut-off is given here; in the data, active means inhibition above about 50%; inactive means the rest.

SMILES | XIAP antagonists | HIV fusion peptide | Dengue-2 NS5 capping | AID2073 | SIAH1 antagonists | HEK293 NOD2/NF-kB | Lipid droplet | Lipid droplet cells 6.5 µM | Myeloid diff MLP | Myeloid diff MLP GFP+ MAC1+ % | LYP phosphatase | others
Clc1cccc(Cl)c1-c1noc(CN2CCOCC2)n1 | . | 1.1% | 5.4% | 4.4% | 2.9% | 26.1% | 10.7 | 723 | i | 0.2 | -5.1%
CCCCNC(=O)OCCNC(=O)Oc1cccc(C)c1 | 0.0% | -2.0% | -4.9% | -3.9% | 1.1% | -14.5% | . | . | i | 0.9 | 5.4%
CCN(CC)CCNC(=O)c1cccc(NC(=O)C(=O)c2ccccc2NC(C)=O)c1 | -4.9% | -0.6% | -3.6% | 7.5% | 7.6% | 3.6% | -4.4 | 726 | i | 0.5 | -2.3%
O=C(NCCc1ccccc1F)C1CC(O)CN1C(=O)Nc1ccccc1 (centres undefined) | . | 1.1% | -3.3% | -1.1% | -1.9% | 5.5% | . | . | i | 0.2 | -9.6% | Dengue-2 NS5 capping pilot replicate=-0.9
CCOCCCn1c(=NC(=O)c2ccc(OC)c(OC)c2)c(C#N)cc2c(=O)n3cccc(C)c3nc21 | -3.8% | -0.9% | . | -8.5% | 0.7% | 2.4% | -1.1 | 786 | . | . | -5.9%
CN(C(=O)Cn1cnc([N+](=O)[O-])n1)C1CCCCC1 | . | -0.3% | -7.1% | 0.0% | -2.1% | -3.6% | -6.0 | 803 | i | 0.2 | -4.7%
Cc1ccc(N2C(=O)CS/C2=N\C(=S)Nc2ccccc2)cc1 | . | -2.5% | . | -39.0% | -12.5% | -14.0% | -5.2 | 667 | i | 0.2 | -2.1%
CCOC(=O)c1cc(C(=O)OCC)c(=O)[nH]c1C | -11.3% | 0.8% | -0.7% | -4.2% | -0.1% | -1.3% | 2.7 | 759 | i | 0.3 | -4.4%
c1ccc(CNc2ccccn2)cc1 | . | -0.9% | -3.1% | 11.7% | -0.9% | 15.3% | -0.3 | 804 | i | 0.4 | -12.1%
Cc1cccc(-c2csc(NC(=O)c3cnccn3)c2C(=O)OC(C)C)c1 | -5.4% | 0.1% | -3.3% | 28.2% | 0.4% | 10.3% | -6.3 | 751 | i | 1.3 | -8.6%
Cc1ccc(C)c2[nH]c(=O)c(CN(CCN3CCCC3)C(=O)Nc3cccc(Cl)c3)cc12 | -5.7% | 4.2% | -10.3% | 18.2% | -6.9% | -4.5% | -5.5 | 595 | i | 1.8 | -0.9%
CC1=Nn2c(nc(-c3ccccc3)c2-c2ccccc2)N(CC(N)=O)C(=O)C1 | -6.3% | -0.5% | . | -1.3% | 2.8% | -6.1% | . | . | i | 0.9 | -6.8%
CCN(CC)CCNc1nc(-c2cccs2)c(CC(=O)O)s1 | -4.9% | 1.0% | 1.4% | 55.3% | -3.1% | 5.3% | 3.0 | 673 | i | 0.5 | -5.3%
Cc1cc(S(N)(=O)=O)c(N)c(S(N)(=O)=O)c1 | . | 1.6% | -0.7% | 22.6% | -5.0% | 17.5% | -10.6 | 693 | i | 0.2 | -2.9%
Cc1ccc(C(=O)N2CC(C)OC(C)C2)c(Cl)c1 (centres undefined) | -4.9% | -3.1% | 1.2% | 21.7% | 0.3% | 6.9% | 7.9 | 745 | i | 0.5 | 4.6% | Dengue-2 NS5 capping pilot replicate=-1.5
Cc1ccc(-c2csc(Cc3nc(-c4cc5ccccc5oc4=O)cs3)n2)cc1 | -5.3% | 9.2% | 1.7% | 13.4% | -0.9% | 35.2% | . | . | i | 2.0 | -2.5%
CNc1nc2c(c(=O)[nH]c(=O)n2C)n1CCOC | -8.9% | -3.3% | . | 9.5% | 2.6% | 22.4% | . | . | . | . | -9.2%
COc1ccc(CCNC(=O)C/C(C)=N/NC(=O)C23CC4CC(CC(C4)C2)C3)cc1OC | -5.4% | 0.7% | -0.7% | 2.1% | 5.1% | -4.1% | 17.2 | 634 | i | 0.9 | -4.9%
Cc1cc(C)n(-c2ccc(C(=O)Nc3cccc(S(=O)(=O)N(C)C)c3)cc2)n1 | 0.2% | 3.6% | -2.2% | 7.8% | 12.7% | 19.2% | -45.1 | 668 | i | 1.3 | -3.6%
C=CCCN([C@@H](C)C(=O)OC)S(=O)(=O)c1ccccc1Br | . | 0.7% | -4.1% | 11.0% | 9.2% | -0.4% | 5.5 | 714 | i | 1.4 | -5.3%

Of the compounds above, 2 contain a thiophene ring, fused or not:
SMILES | XIAP antagonists | HIV fusion peptide | Dengue-2 NS5 capping | AID2073 | SIAH1 antagonists | HEK293 NOD2/NF-kB | Lipid droplet | Lipid droplet cells 6.5 µM | Myeloid diff MLP | Myeloid diff MLP GFP+ MAC1+ % | LYP phosphatase | others
Cc1cccc(-c2csc(NC(=O)c3cnccn3)c2C(=O)OC(C)C)c1 | -5.4% | 0.1% | -3.3% | 28.2% | 0.4% | 10.3% | -6.3 | 751 | i | 1.3 | -8.6%
CCN(CC)CCNc1nc(-c2cccs2)c(CC(=O)O)s1 | -4.9% | 1.0% | 1.4% | 55.3% | -3.1% | 5.3% | 3.0 | 673 | i | 0.5 | -5.3%

(listing goes on)
SMILES | XIAP antagonists | HIV fusion peptide | Dengue-2 NS5 capping | AID2073 | SIAH1 antagonists | HEK293 NOD2/NF-kB | Lipid droplet | Lipid droplet cells 6.5 µM | Myeloid diff MLP | Myeloid diff MLP GFP+ MAC1+ % | LYP phosphatase | others
NC(=S)Nc1cccc2cc3ccccc3cc12 | -4.3% | -4.3% | ? | -15.5% | 2.0% | -36.9% | . | . | + | 4.9* | -5.4%
Cc1cccc(C(C)C)c1NC(=O)c1c(-c2ccccc2)noc1C | . | -2.0% | -6.5% | 7.6% | -0.7% | 8.8% | -1.2 | 841 | i | 0.3 | -9.4%
CCOC(=O)c1c(-n2cnnn2)sc(C)c1C | -1.3% | 4.8% | -0.7% | -6.3% | 3.9% | 9.2% | . | . | i | 0.9 | 0.3% | Dengue-2 NS5 capping pilot replicate=2.3
O=C(/C=C/c1ccc(Cl)cc1)NC(=S)Nc1ccc(CN2CCOCC2)cc1 | -10.4% | -3.5% | -9.0% | -4.5% | -3.7% | 26.2% | -5.8 | 596 | i | 0.8 | 38.0%
CSCCC(NC(=O)c1ccccc1Br)C(=O)NCc1ccc(F)cc1 (centres undefined) | . | -1.7% | 2.6% | 10.3% | -5.3% | -19.4% | -7.9 | 844 | i | 0.3 | -8.9%
O=C(Cc1cccs1)NCc1cccc(C(F)(F)F)c1 | . | 2.2% | -1.3% | 23.1% | 2.4% | -20.7% | . | . | + | 3.5* | 0.4%
O=C(Nc1ccc2c(c1)OCCO2)c1ccccn1 | -6.2% | 0.3% | -5.5% | 11.2% | 0.7% | 15.8% | 6.0 | 633 | i | 0.5 | -3.6%
Cn1c(CC(=O)Nc2ccccc2F)nnc1SCC(=O)Nc1nncs1 | . | 0.5% | -5.0% | -4.3% | 1.3% | 2.1% | -2.1 | 796 | i | 0.5 | -7.3%
Cn1c(=O)c2c(ncn2CC(=O)OCC(=O)c2ccc(F)c(F)c2)n(C)c1=O | . | 1.2% | 0.6% | 10.7% | 1.5% | 9.9% | 1.3 | 868 | i | 1.0 | -12.4%
CCOC(=O)c1ccccc1NC(=O)C1CSC2(C)CCC(=O)N12 (centres undefined) | . | 0.6% | -5.8% | -1.5% | 7.9% | 1.0% | -17.7 | 831 | i | 1.2 | -2.8%
CCc1ccc(C(=O)/C=C/NCc2ccc(F)cc2)cc1 | 1.9% | -0.9% | -7.2% | 4.5% | 7.0% | 3.4% | 7.9 | 677 | i | 0.6 | -0.8%
O=C(N/N=C\c1ccc(Sc2ccccn2)o1)c1cccc(Br)c1 | -5.2% | -3.2% | -4.0% | -5.1% | -3.0% | -3.4% | . | . | i | 1.3 | 1.9%
Cc1cccc(C)c1NC(=O)CN1C(=O)S/C(=C\c2cccn2-c2cccc(C(=O)O)c2)C1=O | -21.0% | -2.6% | 10.2% | -5.6% | -3.9% | 12.1% | . | . | i | 0.4 | -3.2%
O=C(OCc1nc2ccccc2s1)c1cccs1 | -0.9% | 1.6% | -10.4% | 17.7% | -2.6% | -60.0% | 4.7 | 641 | i | 1.5 | 5.2%
COC(=O)c1cc(Br)cn1S(=O)(=O)c1ccccc1 | . | -2.1% | 3.4% | -2.5% | -2.0% | 22.2% | . | . | i | 0.4 | -6.6%
CSc1nnc(-c2ccc(Cl)cc2Cl)o1 | 0.0% | -0.9% | -2.1% | 1.4% | 0.9% | -15.1% | . | . | i | 0.9 | -8.8%
CCOC(=O)C1CCCN(c2oc(-c3ccc(OC)cc3)nc2C#N)C1 (centres undefined) | -2.4% | -2.7% | -5.4% | 10.2% | 0.3% | -0.1% | -7.6 | 705 | i | 0.1 | -7.1%
O=C(c1ccccc1)N1CCN(CC(O)COc2cccc3ccccc23)CC1 (centres undefined) | . | 1.1% | -5.9% | -1.6% | 2.9% | -10.0% | -6.7 | 813 | i | 0.3 | -3.4%
COc1cc(NC(=O)COc2ccccc2Cl)ccc1NC(=O)C(C)C | -2.3% | 0.3% | -0.8% | -2.5% | 4.0% | 1.4% | -11.6 | 731 | i | 0.2 | -5.6%
O=C1NC(=Nc2ccccc2Br)SC1(CO)CO | . | -0.7% | -12.7% | 8.0% | 8.9% | 17.2% | 4.8 | 766 | i | 0.1 | -6.3%
CCCCCC(=O)N/N=C/c1ccccc1[N+](=O)[O-] | -4.5% | -0.2% | -3.4% | -5.1% | 1.8% | -2.6% | 2.5 | 682 | i | 0.2 | -0.3%
Cc1ccc(N2C(=O)Nc3ccc(Br)cc3C2(O)C(=O)NCCCN(C)C)cc1C (centres undefined) | -5.4% | 2.9% | -1.6% | 1.3% | 3.5% | 13.6% | -2.0 | 657 | i | 0.8 | -1.1%
CCOc1ccc(CCNC(=O)CCCn2c(=O)c3cccn3c3cccnc32)cc1OCC | . | -1.2% | -7.1% | 4.7% | -4.3% | 2.2% | 69.2* | 762* | i | 1.2 | -9.6%
COc1ccc(NC(=O)COC(=O)CC2CC3CCC2C3)c([N+](=O)[O-])c1 (centres undefined) | -1.9% | 0.8% | -7.7% | -1.7% | 6.8% | 19.2% | -2.6 | 634 | i | 0.2 | 1.1%

Not all compounds are listed; count on the stated rates, not on these rows.
